Screens from PubChem.
MmCpn inh – blocks the Methanococcus maripaludis chaperonin Mm-Cpn. purified Mm-Cpn ATPase, ADP Transcreener TR-FRET. Potency, µM (doses to about 76.9 µM), without a hit: at the top dose activity, negative = inhibition, hits mostly inhibitors. 330,000 tested, 0.031% active. AID 504842; further: potency means the concentration at half of the fitted maximal effect; on the % scale 0 is the no-effect control and ±100 the full control effect; nearly all actives have a fitted effect of over 80% in size
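25 nM Mm-CPN + cpd, 10 min 37°C; + 10 uM ATP, 30 min 37°C; buffer 30 mM Tris pH 7.4, 100 mM KCl, 5 mM MgCl2, 1 mM DTT; Transcreener ADP HTRF detection 30 min RT.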
Nrf2 block – blocks Nrf2 signaling. A549 ARE-Fluc reporter, luciferase luminescence, 18-24 h. Potency, µM (top dose mostly 46 µM), for the others: at the highest dose activity change, negative = inhibition, actives largely listed as inhibitors. 360,000 tested, 2.1% active; further: potency means the concentration at half of the fitted maximal effect; on the % scale 0 is the no-effect control and ±100 the full control effect; nearly all actives have a fitted effect of over 60% in size
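Concentration-response testing used A549 ARE_Fluc cells at 5000 cells/well. Following an 18-24 h compound incubation, viability was read by fluorescence (Ex 405/Em 525) and luciferase output by luminescence.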
A549 viability – A549 cytotoxicity, counter-screen for Nrf2 inhibitors | A549 ARE-Fluc cells, CellTiter-Fluor viability, 18-24 h | 390,000 tested, 0.16% active | AID 504648 | Potency, µM (highest dose often 46 µM), for inactives: at the highest dose activity change, negative = cytotoxicity, actives largely listed as inhibitors; further: potency means the concentration at half of the fitted maximal effect; on the % scale 0 is the no-effect control and ±100 the full control effect
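A549 ARE_Fluc cells in 5% FBS OPTI-MEM were exposed to compounds in concentration-response for 18-24 h at 37 deg C. Viability was read by CellTiter-Fluor fluorescence (Ex 405/Em 525) after 30 min, before the luciferase read.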
HepG2 tox – HepG2 cytotoxicity, counter-screen for TGF-b inhibitors | 410,000 tested, 0.76% active | Potency, µM (doses to about 46.1 µM), inactives show top-dose activity change, negative = cytotoxicity, actives largely listed as cytotoxic | HepG2 CAGA-GFP viability, ATP luminescence, 18 h; further: potency means the concentration at half of the fitted maximal effect; some results filed as inactive show a strong effect at the top dose
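HepG2 CAGA-GFP cells (1000/well, DMEM with 1% FBS) received compound, then TGF-beta at 500 pg/mL final, and were incubated 18 hours at 37 degrees C. Viability was read by CellTiter-Glo luminescence. Media-only wells were set as complete cell-killing and DMSO as no toxicity.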
CCT chaperon mod – modulators of cytosolic chaperonin (CCT/TRiC) activity | purified chaperonin ATPase assay, HTRF ADP detection, 30 min | activity change, % (test concentration not listed), hits read low | 360,000 tested, 0.3% active | AID 651819; in the data active means activity change below about -30%; further: on the % scale 0 is the no-effect control and ±100 the full control effect
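First, chaperonin was dispensed at 40 nM or 20 nM final depending on batch activity. Next, compounds were pinned at 76 uM and ATP added at 10 uM. After 30 min at 37 °C, ADP detection reagents ran 30 min at ambient temperature.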
Abeta yeast res – compounds reversing amyloid beta toxicity in yeast | 410,000 tested, 0.063% active | yeast expressing A-beta42, growth rescue, OD600, 48 h; response scale: 0% DMSO, 100% iron-clioquinol control | Potency, µM (doses to about 46.1 µM), for inactives: top-dose growth rescue, usual class: activators; further: potency means the concentration at half of the fitted maximal effect; nearly all actives have a fitted effect of over 55% in size
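Yeast growth medium received pinned compounds, then yeast cells expressing toxic A-beta were added; plates incubated at 30 C for 48 hr. Growth read as absorbance at 600 nm, normalized to DMSO and equimolar FeCl3 plus clioquinol controls.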
Nrf2 activator – Nrf2 pathway activation; AREc32 ARE-luciferase reporter (MCF7-derived line), luminescence, 24 h; Potency, µM (highest dose often 46.1 µM), for inactives: top-dose activation, actives largely listed as activators; 410,000 tested, 0.31% active; further: potency means the concentration at half of the fitted maximal effect; % of control where 0% means no effect; nearly all actives have a fitted effect of over 65% in size
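Reporter line AREc32 (ARE-Fluc), seeded overnight in OPTI-MEM with 5% FBS; compound pin-transferred, 24 hr at 37 deg C, 5% CO2; luminescent read-out.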
Akt phos inh – inhibitors of Akt phosphorylation. activity change, % for hits at 50 µM. Neuro2A IGF-stimulated pAkt S473 HTRF, 20 min; hits give low values. AID 651550. 360,000 tested, 0.32% active; in the data active means activity change below about -80%; inconclusive means mostly about -51% to -80%; further: on the % scale 0 is the no-effect control and ±100 the full control effect
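Single-point screen (50 µM final compound) in Neuro2A cells stimulated 20 min with 6 nM IGF at 37 deg C. After lysis, Ser473-phosphorylated Akt read by HTRF (ex 330 nm, em 615/665 nm) as the 665/615 ratio.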
TGFb inhibitor – blocks TGF-b signaling; HepG2 CAGA-GFP TGF-b/SMAD3 reporter, GFP fluorescence, 18 h; TGF-beta stimulated, 500 pg/mL final; Potency, µM (series often up to 46.1 µM), inactives show at the highest dose activity, negative = inhibition, usual class: inhibitors; 410,000 tested, 1.2% active; AID 588855; further: potency means the concentration at half of the fitted maximal effect; on the % scale 0 is the no-effect control and ±100 the full control effect; nearly all actives have a fitted effect of over 65% in size
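TGF-beta reporter screen: HEPG2 CAGA-GFP, 1% FBS, 500 pg/mL TGF-beta final, 18 h; per-cell GFP summed per well; curves fitted and categorized by class.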
The depositor's hits bear a star; i = inactive; ? = inconclusive; . = not tested or not shown; [ ] = another dose, or the depositor's remark. Unless noted, the call rests on the fitted dose curve; in most records, active means well fitted curve in the direction sought with a large enough effect; inconclusive means small, poorly fitted or top-dose-only effect, or another doubt; inactive means no such curve, though single readings can be large; an effect the other way counts as inactive or inconclusive. Compounds were not picked by outcome. About 4.3% of those tested had a hit in this group.

SMILES	MmCpn inh	Nrf2 block	A549 viability	HepG2 tox	CCT chaperon mod	Abeta yeast res	Nrf2 activator	Akt phos inh	TGFb inhibitor
O=C(NCC(=O)N1CCN(Cc2c(F)cccc2Cl)CC1)c1cccc(Cl)c1	0%	?	-16%	-29%	0.8	-12%	0.1%	i	-3%
COc1ccc(CCNC(=O)C(=O)NCC2OCCN2S(=O)(=O)c2ccc(OC)c(C)c2)cc1 (stereo not given)	0%	-25%	-7%	-15%	-1.9	-8%	2.8%	i	-1%
CCOC(=O)c1nn(-c2cccc(OC)c2)c(-c2ccccc2)c1C(=O)c1ccccc1	1%	?	-8%	-7%	-3.4	-6%	1.6%	i	-17%
O=C(/C=C/Sc1ccccc1)c1ccccc1	-2%[15.4 µM]	?	-6%	16µM*	-0.8	-46%[inhibitor]	?	i	10µM*
COc1cccc(-c2onc3ccc(C(=O)/C=C/N(C)C)cc23)c1	-2%	-5%	-14%	5%	-1.8	-91%[inhibitor]	5.2%	i	21%
O=S(=O)(c1ccc2nc(COc3ccc(Cl)cc3Cl)[nH]c2c1)N1CCOCC1	1%	-27%	15%	-20%	-0.1	-7%	4.2%	i	?
CCOC(=O)C1=C(c2ccccc2)NC(N)=NC1c1ccc(OCc2ccc(C(=O)OC)cc2)cc1 (stereo not given)	2%	-5%	1%	-53%	-2.6	13%	-1.7%	i	?
COc1ccccc1C(=O)NC(=O)COC(=O)c1cc[n+]([O-])cc1	1%	-7%	-8%	2%	-2.6	-3%	0.2%	i	-3%
Cc1ccccc1-c1nc(CN2CCC(C(=O)O)CC2)c(C)o1	-1%	2%	2%	-4%	1.0	12%	0.0%	i	5%
COc1cc(-c2nnc(COC(=O)c3nn(CC(C)C)c(=O)c4ccccc34)o2)cc(OC)c1OC	-1%	5%	-4%	4%	1.6	-18%	-0.6%	i	7%
CC1(C2CC2)NC(=O)N(CC(=O)Nc2ccc(C(F)(F)F)cc2)C1=O (stereo not given)	1%	?	-2%	-24%	1.3	-5%	-0.5%	i	-20%
CC(C)C(c1nnnn1Cc1ccccc1)N1CCN(Cc2ccco2)CC1 (stereo not given)	-1%	.	-4%	-6%	-4.0	-15%	-0.6%	i	-1%
COc1c(C)cc(C(O)c2ncc(-c3ccc(C(F)(F)F)cc3)[nH]2)cc1C (stereo not given)	.	.	.	-46%	0.7	-3%	-1.2%	i	?
COc1ccc(-c2cn(CCC(=O)O)c(-c3ccc(Cl)nc3)n2)cc1	0%	11%	-5%	4%	-0.3	1%	-2.2%	i	2%
Cc1ccc(NC(=O)c2nc(S(C)(=O)=O)ncc2N(Cc2ccco2)Cc2cccs2)cc1C	.	-4%	-3%	-3%	.	-2%	-0.3%	.	-3%
CC(C)=C1C2C=CC1C(C(=O)Nc1cccc(C)c1)C2C(=O)O (stereo not given)	0%	20%	23%	5%	-1.8	-49%[inhibitor]	0.3%	i	-3%
O=C(C(=O)N1CCN(c2cccc(Cl)c2)CC1)c1c[nH]c2ccccc12	1%	-18%	-6%	-49%	2.6	1%	9.4%	i	?
CCN(C(=O)CSc1ncnc2sc(C)c(C)c12)C1CCS(=O)(=O)C1 (stereo not given)	0%	13µM*	-1%	7%	1.5	1%	0.1%	i	-7%
N#Cc1cc2c(=O)n3ccccc3nc2n(-c2nnc(SCc3ccc(F)cc3)s2)c1=O	.	?	-6%	-2%	.	-7%	0.5%	.	1%
Cc1ccc(C(=O)N/C(=C\c2ccco2)C(=O)NC2CCS(=O)(=O)C2)cc1 (stereo not given)	1%	4%	-10%	2%	-0.7	7%	-1.5%	i	4%
CC(C)(C)N/C=C(\C#N)S(=O)(=O)c1ccc(Br)cc1	0%	-19%	3%	0%	-1.7	21%	0.2%	i	16%
Cc1cccc(C(=O)Nc2nc(C)c(C(=O)Nc3ccc4c(c3)CCC4)s2)c1	-17%	?	-15%	-23%	-0.6	-11%	-0.7%	i	?
CC(C)(C)[C@H]1C=C(C(=O)NC2CC2)O[C@@H](OCCCCO)C1	.	5%	-2%	1%	-1.0	-6%	-0.6%	i	9%
COc1c(C)cc(C(O)c2ncc(-c3ccccc3C)[nH]2)cc1C (stereo not given)	.	.	.	-25%	-2.9	-16%	0.6%	i	-17%
CNC(=O)c1ccccc1-c1cn(C)c2ccccc2c1=O	2%	28%	-2%	1%	1.5	-4%	-0.4%	i	10%

The closing 3 entries of the section before open the next one.
SMILES	MmCpn inh	Nrf2 block	A549 viability	HepG2 tox	CCT chaperon mod	Abeta yeast res	Nrf2 activator	Akt phos inh	TGFb inhibitor
CC(C)(C)[C@H]1C=C(C(=O)NC2CC2)O[C@@H](OCCCCO)C1	.	5%	-2%	1%	-1.0	-6%	-0.6%	i	9%
COc1c(C)cc(C(O)c2ncc(-c3ccccc3C)[nH]2)cc1C (stereo not given)	.	.	.	-25%	-2.9	-16%	0.6%	i	-17%
CNC(=O)c1ccccc1-c1cn(C)c2ccccc2c1=O	2%	28%	-2%	1%	1.5	-4%	-0.4%	i	10%
CCOc1ccccc1Nc1nc(-c2sc(NC(=O)c3ccco3)nc2C)cs1	?	?	-15%	-21%	-1.2	-13%	3.7%	i	-12%
Cc1ccc(Cl)cc1N(CC(=O)NC(C)c1ccccc1)S(C)(=O)=O (stereo not given)	1%	1%	-2%	-9%	0.4	-2%	-0.2%	i	13%
CC(OC(=O)c1ccc(Cl)c([N+](=O)[O-])c1)C(=O)N1CCN(Cc2ccccc2)CC1 (stereo not given)	0%	6%	-9%	-31%	2.1	-6%	22%	i	?
Cc1cccc2sc(N(CCCN(C)C)C(=O)c3cc4ccccc4oc3=O)nc12	0%	-3%	14%	-40%	-1.2	-10%	9.0%	i	5%
COc1ccc(/C=C2\CCc3ccccc3C2=O)cc1O	1%	1%	-1%	-11%	0.9	-31%[inhibitor]	27%	i	?
COc1ccccc1NC(=O)C(C)OC(=O)CN1C(=O)C2CC=CCC2C1=O (stereo not given)	1%	3%	0%	7%	1.6	3%	-0.6%	i	-23%
O=C(COc1ccc(F)cc1)NCC1(N2CCCCC2)CCCCC1	-2%	-1%	2%	-87%	-1.1	2%	-0.7%	i	7%
C#CCOCCOCCOCCNc1nc(N2CCN(C(=O)CCCCCCCCCCNC(=O)[C@@H](CCSC)n3cc(CCO)nn3)CC2)nc(N2CCN(C(=O)CCCCCCCCCCNC(=O)[C@@H]([C@H](C)O)n3cc(C)nn3)CC2)n1	-3%	-13%	-3%	-16%	-1.8	-19%	10%	i	-13%
COCCNC(=O)c1cn(C)c2ccccc2c1=O	1%	7%	1%	7%	-2.8	9%	0.3%	i	-1%
O=C(NCC1CCCO1)c1onc(CSc2cccc(Cl)c2)c1C(=O)O (stereo not given)	1%	-16%	1%	1%	-1.6	-5%	-2.4%	i	-13%
O=C(O)c1ccc(Nc2ccc(Cl)c(Cl)c2)c([N+](=O)[O-])c1	0%	?	?	-4%	-0.2	4%	2.9%	i	8%
O=C(NCC1CCCN1S(=O)(=O)c1cccs1)c1ccc(F)c(F)c1 (stereo not given)	-1%	?	1%	-10%	-0.2	2%	-0.8%	i	0%
CCCN(C(=O)Nc1cn(CC(C)C)c(=O)c2ccccc12)c1ccc(F)cc1	.	6%	5%	-19%	.	-13%	2.1%	.	-9%
COc1ccc2c(c1OC)C(=O)OC2Nc1ccccn1 (stereo not given)	-1%	3%	1%	3%	-0.1	20%	-0.2%	i	?
Cc1cc(NC(=O)CCCOc2ccc(Cl)cc2Cl)no1	0%	6%	1%	2%	-0.1	18%	-0.7%	i	-18%
O=C1C2CCCN2C(=O)N1CCN1CCN(c2ccccc2)CC1 (stereo not given)	1%	-4%	-2%	1%	-2.8	-12%	0.3%	i	-1%
CCN(C(=O)Nc1ccccc1)c1ccccc1	1%	2%	5%	-6%	-3.1	-3%	-0.7%	i	-19%
CC(C)(C)c1ccc(C(=O)N2CCCN(C(=O)c3ccc(C(C)(C)C)cc3)CC2)cc1	2%	12%	-1%	5%	-0.3	15%	3.2%	i	-10%
Cc1ccc2c(c1)-c1c(cnn1CC(=O)N1CCN(c3cc(Cl)ccc3C)CC1)CO2	.	-3%	-9%	0%	.	-4%	-0.6%	.	-5%
O=C(OCC(O)C1OC(c2ccccc2)OC(COC(=O)c2ccccc2)C1O)c1ccccc1 (stereo not given)	.	.	.	-52%	1.0	-14%	-0.2%	i	?
O=C(/C=C/c1ccccc1)Nc1ccc2c(c1)C(=O)NC2=O	-3%	0%	1%	-31%	-3.3	-24%	1.1%	i	-27%
CN(C)C(N)=NCCC[C@H](N)C(=O)O	.	7%	5%	0%	1.2	-10%	-0.8%	i	-9%
Cn1cc(S(=O)(=O)c2ccccc2)c(=O)c2cc(F)c(N3CCN(c4ccccc4)CC3)cc21	.	-14%	-6%	2%	.	-7%	-0.3%	.	13%
CCOc1ccccc1Nc1sc(C(=O)c2ccccc2)c(N)c1C(=O)Nc1ccccc1	.	.	-13%	-34%	.	7%	1.0%	.	?
O=C(OC(C(=O)NC1CCCC1)c1ccccc1F)c1ccco1 (stereo not given)	-1%	-5%	-5%	-1%	-1.2	30%	-0.5%	i	-6%
CC(=O)Nc1ccc(S(=O)(=O)NN=CCCc2ccccc2)cc1	.	-8%	-3%	3%	-0.2	11%	-1.0%	i	10%
Cc1[nH]c2ccccc2c1-c1csc(NC(=O)CSCC(=O)O)n1	-5%	5%	1%	10%	2.8	1%	0.7%	i	12%
